# PglD inh = PglD (C. jejuni) enzyme inhibition | inhibition, % at 12.5 µM | purified PglD enzyme, DTNB colorimetric CoA detection | 360,000 tested, 0.098% active; in the data active means inhibition above about 16%, passing the limit was not always enough; inconclusive means no clear call, values can overlap the other calls; further: strong numbers were not always called active
# SIRT5 inh = blocks human SIRT5 desuccinylation of peptide; 330,000 tested, 1.1% active; inhibition, % at 15 µM; Purified SirT5, succinyl-peptide AMC, trypsin-coupled fluorescence; in the data active means inhibition above about 15%; inconclusive means no clear call, values can overlap the other calls
# Target sequence (Q9NXA8 whole entry, looked up): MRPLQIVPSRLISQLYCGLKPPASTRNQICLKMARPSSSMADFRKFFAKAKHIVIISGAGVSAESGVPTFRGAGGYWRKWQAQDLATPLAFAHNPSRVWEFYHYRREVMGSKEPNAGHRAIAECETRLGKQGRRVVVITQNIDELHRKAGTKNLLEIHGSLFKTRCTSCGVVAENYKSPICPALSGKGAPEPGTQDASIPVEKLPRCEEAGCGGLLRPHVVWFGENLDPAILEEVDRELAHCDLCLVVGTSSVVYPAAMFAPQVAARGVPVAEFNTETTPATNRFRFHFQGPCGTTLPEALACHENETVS
# E-sel inducer = induces E-selectin expression in human endothelial cells; HUVEC E-selectin immunofluorescence imaging; normalized: neutral wells 0, TNF-alpha wells 100; AID 686992; 260,000 tested, 0.37% active; P16581; activation, % at 7.58 µM;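 active means mean E-selectin-positive cell signal at least 10% of the positive control, reached in at least 60% of replicates, without over 20% cell loss; inconclusive means no rule given, readout overlaps actives, possibly toxicity-flagged; inactive means the rest, including those meeting only one limit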;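 further: in these data hits start at about 27%; measured in HUVEC primary endothelial cells; signal is the percent of cells scored E-selectin positive by PE staining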
#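 Read-out basis: % PE-positive cells; Test system: HUVEC primary endothelial cells; Technique: immunofluorescence imaging; Dosing: single-point compound dose.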
# ERp5 block = ERp5 (human) disulfide isomerase inhibition | inhibition, % at 9.99 µM | Q15084 | 350,000 tested, 0.05% active | AID 651711 | ERp5 insulin aggregation, absorbance 650 nm, 90 min;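 active means mean replicate inhibition above about 25%, with every replicate also reaching it, limit read from the data, passing the limit was not always enough; inconclusive means only one of those two criteria met; inactive means neither criterion met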
# Target sequence (Q15084 whole entry, looked up): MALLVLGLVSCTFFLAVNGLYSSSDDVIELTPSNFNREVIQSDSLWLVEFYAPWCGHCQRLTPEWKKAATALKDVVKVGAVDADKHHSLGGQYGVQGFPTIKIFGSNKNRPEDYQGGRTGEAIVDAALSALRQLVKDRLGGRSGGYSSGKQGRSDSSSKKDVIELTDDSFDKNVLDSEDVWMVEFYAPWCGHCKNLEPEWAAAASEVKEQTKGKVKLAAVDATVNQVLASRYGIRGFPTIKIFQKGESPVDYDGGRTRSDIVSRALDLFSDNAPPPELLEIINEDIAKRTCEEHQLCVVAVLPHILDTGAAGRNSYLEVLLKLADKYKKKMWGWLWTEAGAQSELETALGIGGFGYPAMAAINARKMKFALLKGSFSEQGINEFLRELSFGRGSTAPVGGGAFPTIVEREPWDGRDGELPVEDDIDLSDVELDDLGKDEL
# S100A4 MyoIIA = inhibitors of human S100A4 binding to myosin IIA peptide | P26447 | S100A4/TAMRA-MyoIIA peptide fluorescence polarization | inhibition, % at 10.7 µM | 360,000 tested, 0.14% active | AID 652163;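 active means mean inhibition of at least 70% across replicates, with every replicate also reaching that level; inconclusive means mean inhibition reaches 70% but some replicates fall short; inactive means mean inhibition below 70%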
# Target sequence (P26447 whole entry, looked up): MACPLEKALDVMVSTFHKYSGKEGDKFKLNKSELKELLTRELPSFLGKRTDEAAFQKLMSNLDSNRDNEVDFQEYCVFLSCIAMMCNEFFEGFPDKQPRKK
#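 incubation = readout 5 min after mixing, signal stable up to 60 min | system = S100A4 monomer protein | buffer or medium = HEPES pH 7.2 with CaCl2, KCl, NaCl, DTT, Triton | benchmarks = neutral control DMSO, positive control TFP | also added = fluorescent myosin IIA peptide, 5 nM | compound dosing = one concentration per compound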
# Statin myotox sup = suppressors of simvastatin-induced myotoxicity in C2C12 myotubes; ATP luminescence, 48 h; scaled: DMSO 0, geranylgeraniol control 100; rescue of ATP level, % at 7.49 µM; 330,000 tested, 0.78% active; AID 602340;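 active means mean ATP rescue above about 67%, or every replicate alone reaching that limit, limit read from the data, passing the limit was not always enough; inconclusive means no clear call, values can overlap the other calls; inactive means mean under the limit and some replicate under it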;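 further: myotubes were challenged with 10 µM simvastatin during compound exposure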
# DENV2 CPE rescue = protects cells from dengue virus 2 cytopathic effect; DENV2-infected cells, cytopathic effect rescue, plate reader; CPE inhibition, % at 9.99 µM; 350,000 tested, 1.7% active; in the data active means CPE inhibition above about 20%, passing the limit was not always enough; inconclusive means no clear call, values can overlap the other calls; tested in BHK-21 cells;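 further: 0% = median of neutral control wells and 100% = median of positive control wells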
# Active calls of the source: *; ? = inconclusive; . = not tested or not shown. This is a subset. The share of hits here may be higher or lower than overall.
# Below each SMILES: PglD inh, SIRT5 inh, E-sel inducer, ERp5 block, S100A4 MyoIIA, Statin myotox sup, DENV2 CPE rescue
CCOc1ccc2[nH]cc(S(=O)(=O)c3ccc(F)cc3)c(=O)c2c1
    2, -1, 5.1, 5, 8, 3, 3
O=C(C[C@H]1CC[C@@H]2[C@H](COC[C@H](O)CN2C(=O)c2ccc(F)cc2)O1)NC1Cc2ccccc2C1
    3, 11, -0.2, 0, -2, -1, -2
CC(=O)c1ccc(NC(=O)Nc2ccc(S(=O)(=O)N3CCCC3)cc2)cc1
    -1, -4, -0.1, -14, -2, -25, 0
COc1cc(S(=O)(=O)Nc2cccc3cn[nH]c23)c(OC)cc1Cl
    1, -4, 0.1, -3, -11, 4, 3
CC(C)C[C@@H](CNCC(=O)[C@H](C)NC(=O)c1[nH]cnc1C(=O)N[C@@H](C)CN)NC(=O)c1nc[nH]c1C(=O)N[C@@H](C)C(=O)O
    -3, ., 0.2, 2, 2, 7, 9
O=C(Nc1ccc2c(c1)CN(Cc1ccccc1O)CC2)C1CCCO1 (stereo not drawn)
    1, -1, ., -2, -1, 7, -2
CCn1c(-c2nn(-c3ccc(C)cc3)ccc2=O)n[nH]c1=S
    ., -5, ., 6, 0, ., .
CN1C(=O)c2cc(NC(=O)c3cccc(F)c3)ccc2OC[C@@H]2O[C@H](CC(=O)O)CC[C@H]21
    -2, ., 0.1, ., ., -2, -2
CN1C[C@@H](O)COC[C@H]2O[C@H](CC(=O)N3CCN(c4ccccc4)CC3)CC[C@@H]21
    3, -6, -0.1, 0, -3, -4, 6
C=CCN1CCN(c2ccncc2S(=O)(=O)N2CCCCC2)CC1
    0, 1, -1.0, 4, -1, 2, -4
COc1ccc(NC(=O)N(C)C[C@@H]2Oc3ccc(NC(=O)NC(C)C)cc3CC(=O)N([C@H](C)CO)C[C@H]2C)cc1
    2, 1, 0.1, -1, -1, 17, -6
O=C(NNc1nc2ccc(F)cc2s1)c1cccc(F)c1
    ., -7, 3.7, -4, -5, -10, -3
Cc1ccc2c(c1)N(CCC(=O)NCCCN1CCCC1)C(=O)CO2
    5, -7, -0.3, -3, 0, 2, 8
COc1ccc(F)cc1-c1cc(NC(C)=O)c2ncc(-c3cccc(C(F)(F)F)c3)n2c1
    -2, ., -0.2, 5, -2, -6, 10
COc1cccc(N2CCN(C(=O)c3cc(-c4ccc(F)cc4)[nH]c3C)CC2)c1
    4, 2, 0.1, 1, -6, -1, ?

# Four of the entries above in order of their number in S100A4 MyoIIA, low to high:
molecule	PglD inh	SIRT5 inh	ERp5 block	S100A4 MyoIIA	DENV2 CPE rescue
COc1cc(S(=O)(=O)Nc2cccc3cn[nH]c23)c(OC)cc1Cl	1	-4	-3	-11	3
COc1cccc(N2CCN(C(=O)c3cc(-c4ccc(F)cc4)[nH]c3C)CC2)c1	4	2	1	-6	?
CN1C[C@@H](O)COC[C@H]2O[C@H](CC(=O)N3CCN(c4ccccc4)CC3)CC[C@@H]21	3	-6	0	-3	6
COc1ccc(F)cc1-c1cc(NC(C)=O)c2ncc(-c3cccc(C(F)(F)F)c3)n2c1	-2	.	5	-2	10

# The list continues:
# Below each SMILES: PglD inh, SIRT5 inh, E-sel inducer, ERp5 block, S100A4 MyoIIA, Statin myotox sup, DENV2 CPE rescue
CC=Cc1ccc2n(c1=O)C[C@@H]1[C@@H](CO)[C@H](C(=O)NCC3CC3)[C@H]2N1C(=O)CC (mixture of isomers)
    2, -24, -0.2, 8, 4, 6, 0
COc1ccc(CN(C)C[C@@H]2OCCCC[C@H](C)Oc3ccc(NS(C)(=O)=O)cc3C(=O)N([C@@H](C)CO)C[C@H]2C)cc1
    -2, 1, -0.5, 5, 3, -5, ?
COC(=O)C1=CN(Cc2ccc(OC)cc2)C=C(C(=O)OC)C1c1ccc(O)c(OC)c1
    -8, 0, ., -1, -1, 10, -3
O=[N+]([O-])c1ccc(Sc2cccc3cccnc23)c2cccnc12
    ., -1, 1.5, -1, 1, ., 0
C[C@@H]1CCCCO[C@@H](CN(C)Cc2ccc(Cl)c(Cl)c2)[C@@H](C)CN([C@@H](C)CO)C(=O)c2cc(NC(=O)Nc3ccc(F)cc3)ccc2O1
    0, -3, 0.7, -4, -3, ., -6
COc1ccc(CCNC(=O)COC(=O)Cn2cnc3c2c(=O)n(C)c(=O)n3C)cc1
    -2, 5, ., 5, -2, -2, -5
Cn1c2ccccc2c(=O)c2c(O)cccc21
    ., 4, ., -2, -1, ., 7
CCOC(=O)N1CCN(S(=O)(=O)c2ccc(C(=O)N(CCN(C)C)c3nc4ccc(CC)cc4s3)cc2)CC1
    -1, 2, ., 1, -2, -4, ?
O=C(Nc1ccccc1)C1CCN(C(=O)c2ccc([N+](=O)[O-])cc2)CC1
    ., 1, ., -2, 0, ., -2
Cc1ccc(S(=O)(=O)N(C)C[C@H]2Oc3ccc(NS(=O)(=O)c4c(C)noc4C)cc3CC(=O)N([C@H](C)CO)C[C@H]2C)cc1
    0, 11, -0.2, 0, -16, 19, -3
O=C(NCC1CC1)c1ccc(Oc2cc(Cl)cc(Cl)c2)o1
    2, -1, 0.1, 1, -8, -4, 7
CCC(=O)Nc1ccc(S(=O)(=O)NCc2ccco2)cc1
    -3, -5, -1.3, 1, 11, 5, .
Nc1ncnc2c1ncn2[C@@H]1O[C@H](C(=O)Nc2cc(C(F)(F)F)cc(C(F)(F)F)c2)[C@@H](O)[C@H]1O
    3, -4, 1.9, 3, -5, -3, 16
CN1CCN(S(=O)(=O)c2ccc(N)cc2)CC1
    -3, ., ., 3, -5, -8, 3
CCOC(=O)C1=C(C)NC(=O)NC1c1ccc(F)cc1 (stereo not drawn)
    ., -5, ., 4, 12, ., 3
COc1ccc(C(=O)Nc2ccc(C(=O)NCC3CCCO3)cc2)c(OC)c1OC (stereo not drawn)
    -3, 4, 0.1, 4, -3, -6, 16
CC(=O)Oc1ccc(OC(C)=O)c2c1C1C=CC2CC1
    ., -1, -0.4, -1, -15, ., -2
CN(C)c1ccc(CNC(=O)CCS(=O)(=O)c2ccc3c(c2)oc(=O)n3C)cc1
    -4, -1, ., 5, -5, 12, -4
O=C(NC1CCCC1)C(c1ccccn1)N(C(=O)c1csnn1)c1ccccc1Cl (stereo not drawn)
    -3, -2, ., 2, 0, 14, 10
O=C(c1ccccc1)N1CCC(CC2CC(c3ccc(Cl)cc3)=NO2)(C(=O)NCC2CCCCC2)CC1 (stereo not drawn)
    -1, ., ., 4, -4, 9, -17
CC(=O)Nc1ccc(C2=NN(CC#N)C(=O)SC2)cc1
    3, ., -1.3, ., ., -3, .
O=C1[C@@H]2CSCN2C(=O)CN1Cc1c(F)cccc1Cl
    ., -3, ., 2, -6, -4, 0
Cc1cc(C)cc(NC(=O)CN2CCN(c3ccccn3)CC2)c1
    -2, ., ., 0, -6, 15, ?
C(=N\Nc1ncnc2ccccc12)/c1ccccc1
    -4, 3, -0.9, 0, 2, 3, -8
O=C(NCCCN1CCOCC1)c1cc(-c2ccccc2)on1
    2, 0, ., 1, -4, -9, 3
CNC[C@H]1Oc2cc(C#CC3CCCC3)ccc2S(=O)(=O)N([C@@H](C)CO)C[C@H]1C
    -2, 6, 0.1, -2, -17, 21, 4
COc1cccc(NC(=O)N(C)C[C@H]2Oc3cc(C#Cc4ccccc4)ccc3S(=O)(=O)N([C@H](C)CO)C[C@H]2C)c1
    2, 14, -0.1, 2, -2, 52, 24
CC(=O)Nc1cc(C(=O)OCC(=O)c2ccc(C)cc2)ccc1C
    5, -2, ., 10, -1, 6, -3
COc1ccc(N2CCN(C(C)C(=O)N3CCc4ccccc43)CC2)cc1 (stereo not drawn)
    -3, -5, 0.0, 3, -2, 47, 16
COc1ccccc1NC1=C(NC(C)=O)C(=O)c2ccccc2C1=O
    ., -2, -0.1, -2, 6, ., .
CC(=O)c1cccc(-n2nnnc2SCC(=O)NNC(=O)C2CCCCC2)c1
    ., ., 4.9, -6, -17, ., -4
O=S(=O)(NCc1ccc(Cl)cc1Cl)c1ccc(N2CCOCC2)nc1
    3, -1, 0.1, 0, -2, -13, -1
CCCNC(=O)[C@H]1[C@H](CO)[C@H]2Cn3c(ccc(-c4ccc(F)cc4)c3=O)[C@H]2N1C
    1, -10, 0.1, 1, 11, -27, -4
Cc1ccc(C(=S)N2CCN(Cc3ccccc3)CC2)cc1
    ., -2, 6.4, -2, 0, 4, -1
COc1ccc(F)cc1-c1nc(N)nc(N)n1
    -2, ., -0.1, -3, -2, 7, -13
Cc1ccc(CNC(=O)COC(=O)Cn2nc(C)c([N+](=O)[O-])c2C)cc1
    -3, 0, ., 4, -4, 3, 13
COc1ccc(-c2csc(NC(=O)C3CCN(c4ncnc5sc(C)c(C)c45)CC3)n2)cc1OC
    -2, -3, -2.5, 0, -1, -35, -9
CCCN1C2CCCC1CC(NC(=O)c1ccc(Br)cc1)C2 (stereo not drawn)
    1, 0, ., -1, -1, -4, 4
Cc1cc2c(C)nc(N/N=C/c3ccccc3)nc2o1
    4, -2, -0.8, 3, -2, -7, 15
Cc1ccc(S(=O)(=O)NC(=O)c2cc(C)n(-c3ccc(N(C)C)cc3)c2C)cc1
    5, 0, -0.8, -6, -2, ., 3
O=C1CNC(=S)N1CCc1ccc(O)c(O)c1
    -4, -1, 4.0, 3, -1, ., -4
C[C@@H]1CN([C@@H](C)CO)C(=O)c2cc(NS(=O)(=O)c3cccs3)ccc2O[C@H]1CN(C)Cc1ccc(Cl)c(Cl)c1
    1, 2, -1.1, 0, 14, -49, -6
C=CCNCCOc1cccc(Br)c1
    4, -4, ., -5, 7, ., -1
CCN1C(=O)/C(=C2/C=Cc3ccccc3N2CC)SC1=S
    0, -1, -3.9, 2, 2, 3, 18
Cc1ccccc1C(=O)NC(=S)Nc1ccc2[nH]c(=O)[nH]c2c1
    0, -4, ., -2, 9, ., 7
CCCCCCC12C(=Cc3cc4c(cc31)OCCO4)c1cc(OC)c(OC)cc1C(CC(=O)OC)N2C(=O)OC (stereo not drawn)
    ., ., -0.2, 0, -2, ., 3
COc1ccc2[nH]c3c(c2c1)CCN1C(=O)C(CC(=O)NCC24CC5CC(CC(C5)C2)C4)C[C@H](C(=O)N2CCCCC2)[C@@]31C (stereo partly drawn)
    0, -2, -1.6, 4, -2, -25, 2
Cc1cccc(NC(=O)c2nc[nH]c2C(=O)Nc2cccc(C)c2)c1
    ., 3, ., 0, -5, ., -4
CCCNC(=O)CC(NS(=O)(=O)c1ccc(NC(C)=O)cc1)C(C)C (stereo not drawn)
    -5, 0, 2.3, 2, 3, 7, 5
CSc1ccc(CN(C)C(=O)C(Cc2ccccc2)NC(=O)c2ccccc2)cc1 (stereo not drawn)
    5, -2, 1.0, 7, 2, -70, -1
O=C(Nc1ccn(CCCNCCc2ccccn2)c(=O)n1)OCc1ccccc1
    -1, 12, 0.1, -1, -7, 5, -5
COc1ccc(C2CCCN2C(=S)Nc2cccc(Cl)c2C)cc1OC (stereo not drawn)
    4, 1, -0.1, 1, 2, -23, -4
CC1(C)CC(=O)C=C(C(=O)N2CCCC(CCC(=O)NCc3ccccc3F)C2)O1 (stereo not drawn)
    1, -1, ., -3, -7, 8, 1
CSc1nnc(Cn2c(=O)sc3ccccc32)n1-c1ccccc1C
    1, 0, -0.1, 3, 0, 1, -5
Cc1ccc(NC(=O)COc2cccc(Oc3ccccc3)c2)cc1S(=O)(=O)N1CCOCC1
    -1, -2, -0.3, -6, -11, 1, -1
CCCC(=O)NNC(=O)CC(=O)Nc1ccccc1C(=O)O
    -5, -2, 3.1, 0, -2, ., -8
CC(C)CC1C(=O)N(Cc2cn(Cc3ccco3)nn2)CCS(=O)(=O)N1Cc1ccc(-c2ccccc2)cc1 (stereo not drawn)
    0, -5, 0.0, 15, -2, 2, 0
O=C(OCC(=O)N1CCc2ccccc2C1)c1cccnc1Cl
    -2, -1, 0.3, 0, 1, 7, 5

# From PubChem BioAssay
